EphB4 antag: EphB4-ephrin-B2 interaction antagonism. P54760. EphB4 LBD / TNYL-RAW-Alexa532 peptide, fluorescence polarization. inhibition, % at 7 µM. 97,000 compounds, 0.15% hits;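 active = inhibition above the screen-wide mean inhibition plus 3 SD, cut at about 15% in these data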;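 also: 0% = DMSO wells and 100% = excess unlabeled TNYL-RAW peptide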
LYP inh 2: LYP (human) phosphatase inhibition. recombinant LYP catalytic domain, DiFMUP fluorescence. inhibition, % at 2 µM. Q9Y2R2. 96,000 compounds, 0.21% hits;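 active = inhibition at 2 µM at or above a set limit, the screen mean plus 3 SD, cut at about 24% in these data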;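 also: 0% = DMSO with enzyme and 100% = enzyme fully blocked by orthovanadate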
LYP act: increases human PTPN22 phosphatase activity; Q9Y2R2; activation, % at 2 µM; 96,000 compounds, 0.11% hits; recombinant LYP, DiFMUP fluorescence; 0 = plate median, 100 = signal doubled;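 active = activation at 2 µM above a set limit, the mean plus 5 SD, cut at about 37% in these data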
PLK1 inh: blocks human PLK1 kinase activity; 97,000 compounds, 0.53% hits; AID 619; inhibition, % at 10 µM; P53350; recombinant PLK1 kinase, TR-FRET peptide phosphorylation;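 active = inhibition of 50% or more in the single-concentration screen; inactive = inhibition below 50%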;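 also: 0% = DMSO max control and 100% = H-89 dihydrochloride min control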
Target sequence (P53350 whole entry, looked up): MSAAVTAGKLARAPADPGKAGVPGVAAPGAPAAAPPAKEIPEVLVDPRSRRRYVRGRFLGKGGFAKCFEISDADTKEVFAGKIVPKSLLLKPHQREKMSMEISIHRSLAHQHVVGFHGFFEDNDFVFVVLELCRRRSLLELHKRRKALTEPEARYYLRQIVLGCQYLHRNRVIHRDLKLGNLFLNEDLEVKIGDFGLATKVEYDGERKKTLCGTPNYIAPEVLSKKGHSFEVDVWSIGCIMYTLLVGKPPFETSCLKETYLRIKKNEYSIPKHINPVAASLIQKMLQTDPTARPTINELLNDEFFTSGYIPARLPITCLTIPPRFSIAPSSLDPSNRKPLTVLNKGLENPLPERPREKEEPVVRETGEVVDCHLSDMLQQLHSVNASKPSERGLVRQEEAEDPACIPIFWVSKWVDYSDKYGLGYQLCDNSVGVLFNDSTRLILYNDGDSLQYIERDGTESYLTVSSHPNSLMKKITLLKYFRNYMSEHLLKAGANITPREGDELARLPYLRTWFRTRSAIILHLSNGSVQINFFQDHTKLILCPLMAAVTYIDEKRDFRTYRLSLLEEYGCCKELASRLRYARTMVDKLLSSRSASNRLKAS
CYP2C9 activ: activators of human CYP2C9; P11712; recombinant CYP2C9, luciferin-H conversion, luminescence; active compounds read high; factor 1 = untreated enzyme, 0 = blocked; activation factor at 5 µM; 96,000 compounds, 1.4% hits; AID 1024;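 active = activation factor of 2 or more for CYP2C9 at a 5 µM dose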;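 also: 0 = sulfaphenazole-blocked wells and 1 = vehicle-only wells; values of inactives mirror those of a sister screen read the other way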
Target sequence (P11712 whole entry, looked up): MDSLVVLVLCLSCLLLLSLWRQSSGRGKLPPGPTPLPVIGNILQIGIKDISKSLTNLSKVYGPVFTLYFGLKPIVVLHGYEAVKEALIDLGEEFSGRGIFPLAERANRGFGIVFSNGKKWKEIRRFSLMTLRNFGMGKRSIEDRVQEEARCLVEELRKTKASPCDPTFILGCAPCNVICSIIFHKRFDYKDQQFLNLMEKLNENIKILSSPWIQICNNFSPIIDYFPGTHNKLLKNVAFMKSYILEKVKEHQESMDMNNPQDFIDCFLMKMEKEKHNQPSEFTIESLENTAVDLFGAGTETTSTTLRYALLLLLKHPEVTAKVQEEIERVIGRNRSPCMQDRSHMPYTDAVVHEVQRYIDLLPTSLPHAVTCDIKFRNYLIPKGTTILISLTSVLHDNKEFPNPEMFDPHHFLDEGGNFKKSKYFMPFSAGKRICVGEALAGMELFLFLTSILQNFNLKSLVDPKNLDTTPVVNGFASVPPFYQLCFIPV
HIV Rev-RRE inh: disrupts HIV-1 Rev binding to RRE RNA; P05866; Rev peptide-RRE RNA binding, FRET; inhibition, % at 8 µM; 97,000 compounds, 0.79% hits; AID 704;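 active = inhibition above the screen-wide mean plus 3 SD, cut at about 35% in these data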;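 also: 0% = median DMSO wells and 100% = median Neomycin B control wells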
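Test system – labelled RRE RNA duplex and labelled Rev peptide · Signal – fluorescein-to-Cy5 FRET, 480 nm excitation · Evaluation – % inhibition of FRET ratio versus controls · Benchmarks – DMSO low control, neomycin B high control · Incubation – 5 min RNA-compound premix plus 15 min binding step, 25 °C · Medium – HEPES pH 7.5 salt buffer with EDTA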
PLK1 PBD inh: inhibitors of human Plk1 polo box domain binding. P53350. Plk1 PBD phosphopeptide binding, fluorescence polarization. inhibition, %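 (tested at about 20 µM)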. 97,000 compounds, 0.13% hits. AID 693; in the data active = inhibition above about 34%, passing the limit was not always enough
Calb biofilm kill: kills Candida albicans biofilms; C. albicans biofilm + clotrimazole, Alamar Blue; inhibition, % at 6 µM; 85,000 compounds, 0.14% hits; AID 834;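 active = inhibition above 20%; inactive = inhibition below 20%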;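 also: preformed 24 hr biofilms exposed to compound for 48 hr; 0% = biofilm without compound and 100% = blank killed by clotrimazole plus chlorhexidine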
CYP2C9 inh: inhibitors of human CYP2C9. inhibition, % at 5 µM. P11712. 96,000 compounds, 20% hits. CYP2C9 Supersomes, luciferin-H conversion, luminescence;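 active = blocking of liver enzyme CYP2C9 beyond about 50% at 5 µM, limit read from the data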; also: values of inactives mirror those of a sister screen read the other way
Starred values were filed as active, the others as inactive; · = not tested or not shown; [ ] = remark or other dose.

SMILES	EphB4 antag	LYP inh 2	LYP act	PLK1 inh	CYP2C9 activ	HIV Rev-RRE inh	PLK1 PBD inh	Calb biofilm kill	CYP2C9 inh
CCOCCCNC(=O)c1ccc2c(c1)ncn2C1CCCC1	3	-5	0	-11	1.1	2	-1	6	-12
CN(c1ccccc1)S(=O)(=O)c1ccc(NC(=S)Nc2ccccc2)cc1	4	6	-1	-9	0.4	5	12	·	60*
COC(=O)c1sc(S(=O)(=O)N2CCCCC2C(=O)O)c(C(=O)OC)c1C (stereo not drawn)	11	0	3	-8	1.1	4	-8	·	-14
Cc1ccc(S(=O)(=O)c2cnc(-c3ccccc3)nc2Oc2ccccc2)cc1	1	-4	4	-15	0.9	5	-21	·	6
C=CCn1c(SCC(=O)NC(=O)NC2CCCC2)nnc1C1CCCCC1	-14	6	-10	-12	·	4	0	·	·
CCOC(=O)c1ccccc1NC(=O)CCNC(=O)Cn1cnc2ccccc2c1=O	-5	-3	1	3	0.5	-2	5	8	52*
O=C(CNC1CCCCCC1)Nc1ccc(N2CCCC2)cc1	-1	0	3	-4	1	-12	13	·	-2
Cc1cc(C)nc(N2C(=O)CC(Cc3ccccc3)C2=O)n1 (stereo not drawn)	-2	-8	5	-10	1.1	0	-18	3	-14
O=C(NCCN1CCOCC1)c1ccc(F)cc1	-2	-7	4	-24	1.2	4	-2	7	-20
CCOc1ccccc1NC(=O)CN(C)S(=O)(=O)c1cccc2nsnc12	-6	-23	19	-8	·	6	-6	3	·
CC(=O)c1c(C)[nH]c(C(=O)Nc2cc(C)ccc2C)c1C	2	-2	1	10	0.6	5	-6	3	43
Cc1ccc(C)c(NC(=O)Cn2c([N+](=O)[O-])cnc2C)c1	0	6	-3	-3	1.1	0	-26	·	-10
CC1CCCN(CC(=O)Nc2ccc(S(=O)(=O)N3CCCCC3)cc2)C1 (stereo not drawn)	-1	-8	4	-9	·	7	15	1	·
N#Cc1cc2cc3c(cc2nc1SCC(=O)OC1CCCCC1)OCO3	-5	3	-1	-8	0.9	5	-6	10	8
CC(C)N(Cc1cc2ccccc2[nH]c1=O)C(=O)C1CCCCC1	0	6	-6	-9	1.1	14	3	1	-11
COC(=O)c1cc(Cl)c(NC(=O)/C=C/c2ccc(Cl)cc2)cc1OC	-8	6	-3	-23	1.5	-7	13	·	-49
O=C(NCc1ccccn1)c1ccc(CS(=O)(=O)Cc2ccc(Cl)cc2)o1	-6	6	-9	-2	0.9	1	-8	-1	7
O=C(Oc1ccc(N(Cc2cccs2)C2=NS(=O)(=O)c3ccccc32)cc1)c1ccco1	-2	8	-9	-10	·	0	-9	·	·
CC(C)C(=O)Nc1ccc(C(=O)N2CCN(C(=O)c3ccco3)CC2)cc1	2	-8	5	-2	0.9	4	23	2	12
CC1(C)CC(=O)C=C(NCCN2CCN(C(=O)Nc3ccc(Cl)cc3)CC2)C1	-1	1	0	-7	1.1	5	15	2	-9
O=C(CNC(=O)c1ccccc1F)OC(C(=O)Nc1cc(C(F)(F)F)ccc1Cl)c1ccccc1 (stereo not drawn)	-1	-4	2	-2	1.1	6	-2	·	-11
CCCSc1nc2c(c(=O)n(C)c(=O)n2C)n1Cc1ccc(C)cc1	3	-13	13	7	0.9	5	-7	7	10
N#CC1=C(N)Oc2cc3ccccc3cc2C1c1cccs1 (stereo not drawn)	-3	-6	4	-10	1	7	-21	14	0
COc1ccc(NC(=O)CN(c2ccc(C(C)C)cc2)S(=O)(=O)c2c(C)noc2C)cc1OC	1	3	-4	-17	1	7	-17	5	2
N#Cc1c(-c2ccc(Cl)cc2)ccn2nc(CCC(=O)O)nc12	-1	0	-3	6	0.9	5	-27	5	12
CCOc1ccc(N(CC(=O)O)S(=O)(=O)c2ccc(OC)c(OC)c2)cc1	-9	-6	5	-1	0.9	4	0	6	7
O=C1CN(c2nc3ccccc3n3cnnc23)CC(=O)N1CCc1ccccc1	-1	8	-9	5	0.4	9	-6	4	62*
O=C(CC(C(=O)O)N1CCOCC1)Nc1ccc(Cl)cc1 (stereo not drawn)	4	-4	8	1	1.3	3	4	8	-28
O=C(NCc1cccs1)[C@@H]1CSC2c3ccccc3C(=O)N21 (stereo partly drawn)	-7	-24	23	-10	0.3	0	-17	6	72*
CC(=O)Nc1ccc(S(=O)(=O)NCc2csc(C)n2)cc1	-1	11	-10	-7	·	12	-6	1	·
O=C(Cn1nnc(-c2ccccc2F)n1)NCCc1ccccc1	6	-2	-1	-2	0.7	5	-1	8	33
Cc1ccc(S(=O)(=O)Nc2nc3ccc(S(=O)(=O)N4CCCC4)cc3s2)cc1	4	-2	-3	-12	0	3	6	9	98*
O=C1C(Cl)=C(NCC2CCCO2)C(=O)N1CCc1ccccc1 (stereo not drawn)	-1	0	0	-7	0.3	6	-16	6	66*
COCCCn1c(SCc2nnc(-c3ccc(OC)c(OC)c3)o2)nc2ccccc2c1=O	1	-1	-4	-2	·	2	1	8	·
CCN(CC)S(=O)(=O)c1ccc(NC(=O)CN(c2ccc(OC)cc2OC)S(C)(=O)=O)cc1	4	-3	3	-13	0	4	7	10	100*
S=C(NCc1cccnc1)Nc1cccc(Cl)c1	-5	0	2	9	0.3	10	5	·	66*
CC(=O)Nc1ccc(S(=O)(=O)N2CCN(C(=O)Cc3ccccc3)CC2)cc1	5	-2	-2	-4	·	-4	-20	10	·
CCCCN(CC)C(=O)CSc1nc2ccccc2c(=O)n1CC1COc2ccccc2O1 (stereo not drawn)	2	19	-17	-3	0.3	0	-15	8	74*
CCc1nc(NCCCN2CCOCC2)c2oc3ccccc3c2n1	3	-9	13	-4	0.9	5	-17	5	14
C=CCSc1nc2ccccc2n1Cc1nnc(-c2cccs2)o1	4	-2	1	-6	0.5	16	4	8	53*
CCCCNC(=O)CSc1nc2ccccc2c(=O)n1Cc1ccc2c(c1)OCO2	7	16	-14	-13	0.6	17	15	4	44
CC1CCC(C(C)C)C2=C1C(C#N)(C#N)C(C#N)(C#N)C(c1ccccc1)N2 (stereo not drawn)	4	10	-6	20	0.3	23	-16	-2	70*
O=C(c1ccco1)N1CCN(C(=O)C2CC(c3ccc(Cl)cc3)=NO2)CC1 (stereo not drawn)	-6	5	-2	-8	0.8	5	-21	8	16
COCCn1c(SCC(=O)Nc2cc(C)cc(C)c2)nnc1C(C)C	-4	2	-1	-14	0.8	4	5	3	21
Cc1ccc2nc(/C(C#N)=C/c3cn[nH]c3-c3ccc(F)cc3)[nH]c2c1	5	-3	6	-10	0.6	14	-4	-4	42
COC(=O)C1=NN(c2ccccc2)C2(S1)S/C(=C\c1ccccc1)C(=O)N2c1ccccc1 (stereo not drawn)	-2	-2	0	-7	0.5	4	7	·	54*
CCOC(=O)c1ccc(NC(=O)C2CCCN(S(=O)(=O)c3cnc[nH]3)C2)cc1 (stereo not drawn)	9	-8	6	-12	0	-2	-7	12	96*
O=C(NNc1cccc(Cl)n1)Nc1cccc(Cl)c1	3	-3	2	-9	0.8	0	4	·	17

Arranged by formula weight (rising): three of the compounds above
SMILES	EphB4 antag	LYP inh 2	LYP act	PLK1 inh	CYP2C9 activ	HIV Rev-RRE inh	PLK1 PBD inh	Calb biofilm kill	CYP2C9 inh
CCc1nc(NCCCN2CCOCC2)c2oc3ccccc3c2n1	3	-9	13	-4	0.9	5	-17	5	14
CCCCNC(=O)CSc1nc2ccccc2c(=O)n1Cc1ccc2c(c1)OCO2	7	16	-14	-13	0.6	17	15	4	44
COC(=O)C1=NN(c2ccccc2)C2(S1)S/C(=C\c1ccccc1)C(=O)N2c1ccccc1 (stereo not drawn)	-2	-2	0	-7	0.5	4	7	·	54*

Following part:
SMILES	EphB4 antag	LYP inh 2	LYP act	PLK1 inh	CYP2C9 activ	HIV Rev-RRE inh	PLK1 PBD inh	Calb biofilm kill	CYP2C9 inh
CCC(C)NC(=O)CC(c1ccc(OC)cc1)n1cccc1 (stereo not drawn)	3	3	-2	-11	0.7	-1	-19	2	26
O=c1oc2c3c4c(cc2c(C(F)(F)F)c1CCN1CCOCC1)CCCN4CCC3	9	3	0	-13	1.4	113*[fluorescence artefact?]	-189	5	-38
CCCCCCC(=O)Nc1c2c(nc3ccccc13)N(C)CC2	-3	1	-4	-3	0.9	-1	3	1	13
CN1C(=O)/C(=C/c2ccccc2OCc2cccc(F)c2)NC1=S	5	11	-5	-4	0.3	-2	11	·	65*
O=C(NCCN1CCOCC1)C1CCN(S(=O)(=O)N2CCCCC2)CC1	-2	-1	-2	1	0.8	0	15	-2	17
O=C(Cn1ncn2c(cc3ccccc32)c1=O)NCCC1=CCCCC1	10	14	-14	1	0.6	12	28	5	41
N#CC12CCCCC1CC1CCCCC1(C#N)N2Cc1cccnc1 (stereo not drawn)	-3	4	-6	-7	1	2	-49	1	5
COc1ccccc1Nc1nc(-c2cccc([N+](=O)[O-])c2)nc2ccccc12	-6	7	-7	25	0.9	11	18	·	15
CCC1(C)OCC(Cn2c3ccccc3c3ccccc32)O1 (stereo not drawn)	3	-11	11	-11	·	15	-10	7	·
CCCC(=O)C1=C(O)C(C(=O)OC)C(C)(C)CC1=N (stereo not drawn)	-5	-9	6	3	0.6	1	-5	8	40
COc1ccc(CNC(=O)c2cnn3c(C(F)F)cc(C)nc23)cc1	2	-2	-1	-11	·	1	17	10	·
CCCS(=O)(=O)NCCc1cc2ccc(C)cc2[nH]c1=O	-5	-2	2	-12	·	2	-19	-1	·
C=CCn1c(SC2CCOC2=O)nc2scc(C3CC3)c2c1=O (stereo not drawn)	-7	-4	2	-7	0.2	4	-19	3	77*
O=C(Cn1cnc2c(nnn2-c2ccccc2)c1=O)N1CCC(Cc2ccccc2)CC1	3	6	-6	-20	1.3	13	-23	-2	-30
CC(=O)NC(CCS(C)(=O)=O)C(=O)Nc1ccccc1C (stereo not drawn)	2	0	-1	-9	1.1	2	15	5	-8
NC(=O)C1CC=CCC1C(=O)OCC(Cl)=C(Cl)Cl (stereo not drawn)	-8	-15	12	-7	1	-6	3	6	3
O=C(OCc1cccc2ccccc12)C1CC(=O)N(c2ccccc2)C1 (stereo not drawn)	3	2	2	-12	1	12	-2	-5	5
Cc1nnc(NC(=O)CSc2nnc(Cc3cccn3C)n2-c2ccccc2)s1	-9	-6	2	0	1.1	-5	21	-2	-7
CC1CCc2sc3ncnc(N4CCOCC4)c3c2C1 (stereo not drawn)	-6	8	-9	-12	0.4	3	16	8	61*
O=S(=O)(NCc1cn2ccsc2n1)c1ccc(Oc2ccccc2)cc1	1	11	-11	-8	0.2	6	-5	·	80*
Clc1cc(Cl)c2nc(N3CCCCC3)sc2c1	3	-10	7	-17	0.9	11	14	13	14
CNc1nc(CC(C)=O)ns1	0	-1	-1	0	1	8	-1	1	4
CC(=O)Nc1cccc(NC(=O)CCCC(=O)O)c1	3	-4	5	-2	1	9	-16	1	3
CCN(CC)S(=O)(=O)c1ccc(N2CCOCC2)c(NC(=O)C(=O)c2c(-c3ccccc3)cc3ccccn23)c1	0	18	-17	-8	0.1	-4	-7	4	86*
CCOC(=O)c1c(NC(=O)c2cc(C(C)C)on2)sc(C(C)=O)c1C	2	3	0	-14	0.8	3	5	5	23
CC1(C)CC(=O)c2cc(C(=O)N3CCCC(C)(C)C3)c(=O)n(-c3ccccc3)c2C1	-2	-3	1	-8	1	0	-3	1	-3
Clc1cccc(Cl)c1CSc1nnc(-c2sccc2-n2cccc2)o1	8	-2	6	-8	1.6	10	-4	·	-64
Cc1ccc2nc(NC(=O)Cc3cccs3)sc2c1	3	-5	8	6	0.7	1	6	3	28
O=C(Nc1ccc2c(c1)OCO2)N1CCOCC1	-2	0	0	0	1	6	-32	7	-3
